# SMN2 splice enh = SMN2 splice variant enhancement; 210,000 tested, 2.8% active; Potency, µM (doses to about 46.1 µM), for the others: at the top dose activity change, positive = activation, usual class: activators; HEK293 SMN2-luciferase splicing reporter, luminescence, 30-36 h; AID 1458; also: % of control where 0% means no effect; nearly all actives have a fitted effect of over 55% in size
#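 qHTS luciferase splicing reporter: luminescence rises when SMN2 exon 7 is included in transfected HEK293 cells. Compound exposure lasted 30-36 h at 37C, with 4.5 mM final sodium butyrate as control, followed by a ONE-Glo read.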
# GAA spleen mod = inhibits or activates alpha-glucosidase in human spleen homogenate; human spleen homogenate, 4-MU-alpha-glucoside fluorescence; P10253; Potency, µM (series often up to 79.9 µM), for the others: at the highest dose activity change, negative = inhibition, usual class: inhibitors; 240,000 tested, 0.006% active; AID 2112;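 also: 0% = enzyme with vehicle and -100% = no enzyme basal signal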
#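 Human spleen homogenate (1 ug) with 4-methylumbelliferyl-alpha-D-glucopyranoside (1 mM final) in 50 mM citrate/phosphate pH 5.0, 0.01% Tween-20; 40 min at 37 C. Stopped at pH 10; 4-MU fluorescence Ex 365/Em 440 nm; AC50 by Hill fit.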
# GoLoco inh red = inhibitors of human Gai1-RGS12 GoLoco interaction (red fluorophore) | P63096 | Gai1:RGS12 GoLoco peptide FP, rhodamine, 10 min | 230,000 tested, 0.44% active | Potency, µM (titrated, usually from 61.6 µM), inactives show top-dose activity, negative = inhibition, most hits filed as inhibitors; active = well fitted inhibition curve with a large enough effect, not every such curve was filed as active; inactive = no such curve, though single readings can be large or run the other way; also: % is scaled to controls: 0 for no effect and ±100 for the full control effect; nearly all actives have a fitted effect of over 30% in size; many of its hits are not listed in these tables
# Target sequence (P63096 whole entry, looked up): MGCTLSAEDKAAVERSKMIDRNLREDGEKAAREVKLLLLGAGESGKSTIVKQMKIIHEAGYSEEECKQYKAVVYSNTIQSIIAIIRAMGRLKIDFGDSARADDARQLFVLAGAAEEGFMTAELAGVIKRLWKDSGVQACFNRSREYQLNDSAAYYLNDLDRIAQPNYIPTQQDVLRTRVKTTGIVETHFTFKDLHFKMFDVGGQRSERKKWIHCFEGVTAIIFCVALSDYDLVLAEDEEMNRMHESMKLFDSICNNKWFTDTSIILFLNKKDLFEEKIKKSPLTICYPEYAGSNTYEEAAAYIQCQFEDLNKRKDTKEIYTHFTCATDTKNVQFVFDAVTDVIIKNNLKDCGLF
# GAA glycogen mod = alters human alpha-glucosidase cleavage of glycogen; P10253; recombinant GAA, glycogen substrate, Amplex Red glucose oxidase fluorescence; Potency, µM (top dose mostly 76.4 µM), for inactives: at the top dose activity change, negative = inhibition, most hits filed as inhibitors; 300,000 tested, 0.38% active; AID 2100;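 also: 0% = full enzyme reaction and -100% = no-enzyme basal signal; the screen sought inhibitors and activators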
#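 Recombinant human alpha-glucosidase (4 nM final) hydrolysed bovine liver glycogen (30 ug) for 40 min at 37 C in pH 5.0 citrate/phosphate with 0.01% Tween-20. Released glucose detected by glucose oxidase/Amplex Red, Ex 573/Em 610 nm. Compounds up to 77 uM; AC50 from Hill fits.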
# KDM4E inh = inhibitors of human JMJD2E histone demethylase; B2RXH2; JMJD2E catalytic domain, FDH-coupled NADH fluorescence (FDH is formaldehyde dehydrogenase); Potency, µM (top dose mostly 57.1 µM), without a hit: top-dose activity change, negative = inhibition, hits mostly inhibitors; 230,000 tested, 1.6% active; active = well fitted inhibition curve with a large enough effect, not every such curve was filed as active; inconclusive = small, poorly fitted or top-dose-only effect, or another doubt; inactive = no such curve, though single readings can be large or run the other way;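 also: 0% = wells with enzyme and -100% = buffer wells without enzyme; nearly all actives have a fitted effect of over 50% in size; many of its hits are not listed in these tables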
# Target sequence (B2RXH2 1-337 limits assumed): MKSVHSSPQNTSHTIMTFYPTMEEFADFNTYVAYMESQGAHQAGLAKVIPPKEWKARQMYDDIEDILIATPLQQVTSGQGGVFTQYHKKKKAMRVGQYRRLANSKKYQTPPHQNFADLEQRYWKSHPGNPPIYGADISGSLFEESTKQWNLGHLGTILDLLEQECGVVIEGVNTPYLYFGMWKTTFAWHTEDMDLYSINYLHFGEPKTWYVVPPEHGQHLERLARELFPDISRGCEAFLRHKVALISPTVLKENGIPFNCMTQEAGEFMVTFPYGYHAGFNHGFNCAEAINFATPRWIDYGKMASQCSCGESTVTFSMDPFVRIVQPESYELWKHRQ
# GAA inh = inhibitors of human lysosomal alpha-glucosidase; purified human GAA, 4-MU-alpha-glucoside fluorescence; AID 1466; Potency, µM (titrated, usually from 76.9 µM), for inactives: at the highest dose activity change, negative = inhibition, usual class: inhibitors; 200,000 tested, 0.005% active;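 also: plate controls were uninhibited enzyme wells for no effect and no-enzyme background for full effect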
#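 Fluorescence at Ex 365/Em 440 nm from 4-methylumbelliferone reported enzyme activity after 20 min at room temperature. Reactions used 4 nM enzyme and 400 uM substrate at pH 5.0; curves fitted with the Hill equation.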
# ALDH1A1 block = ALDH1A1 (human) enzyme inhibition. P00352. Purified ALDH1A1, NADH fluorescence, propionaldehyde substrate. Potency, µM (titrated, usually from 75.3 µM), for the others: at the highest dose activity, negative = inhibition, actives largely listed as inhibitors. 220,000 tested, 7.3% active. AID 1030; active = well fitted inhibition curve with a large enough effect, not every such curve was filed as active; inconclusive = small, poorly fitted or top-dose-only effect, or another doubt; inactive = no such curve, though single readings can be large or run the other way;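 also: plate controls were no enzyme wells and a reference inhibitor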
# aGal spleen mod = inhibits or activates alpha-galactosidase in human spleen homogenate. P06280. human spleen homogenate, 4MU-alpha-Gal fluorescence, 40 min. Potency, µM (doses to about 80 µM), for inactives: at the top dose activity change, negative = inhibition, most hits filed as inhibitors. 240,000 tested, 0.008% active. AID 2107;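 also: 0% = enzyme with vehicle and -100% = no enzyme basal signal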
# Target sequence (P06280 32-429 limits assumed): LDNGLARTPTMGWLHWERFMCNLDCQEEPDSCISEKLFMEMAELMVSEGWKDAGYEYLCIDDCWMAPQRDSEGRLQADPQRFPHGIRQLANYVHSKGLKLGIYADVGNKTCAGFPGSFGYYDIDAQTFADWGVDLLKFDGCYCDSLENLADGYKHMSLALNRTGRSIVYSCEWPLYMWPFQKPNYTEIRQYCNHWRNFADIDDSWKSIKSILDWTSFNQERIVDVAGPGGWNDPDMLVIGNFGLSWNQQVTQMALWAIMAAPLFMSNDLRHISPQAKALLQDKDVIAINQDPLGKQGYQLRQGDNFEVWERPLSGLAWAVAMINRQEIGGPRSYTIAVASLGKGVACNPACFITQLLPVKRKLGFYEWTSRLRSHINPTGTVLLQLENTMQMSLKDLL
#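 Inhibition or activation of alpha-galactosidase in human spleen homogenate is scored by 4-MU fluorescence after 40 min at 37C, pH 5.0, with 1 mM substrate. AC50s come from concentration-response fitted to the Hill equation.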
# * marks the source's active call; other numbers are inactive results; i = inactive; ? = inconclusive; · = not tested or not shown; & = joins results of further samples; [ ] = another dose, or the depositor's remark. Unless noted, calls follow the shape of the dose curve; as a rule, active = well fitted curve in the direction sought with a large enough effect; inconclusive = small, poorly fitted or top-dose-only effect, or another doubt; inactive = no such curve, though single readings can be large; an effect the other way counts as inactive or inconclusive. Potency is read from the fitted curve at half-maximal effect. Only part of the results is shown (hit frequency here may not be typical).
item	smiles	SMN2 splice enh	GAA spleen mod	GoLoco inh red	GAA glycogen mod	KDM4E inh	GAA inh	ALDH1A1 block	aGal spleen mod
1	Cc1ccc(NC(=O)CNC(=O)c2cccs2)cc1S(=O)(=O)Nc1ccc(Cl)cc1	6%	3%	1%	-1%	2%	1%	-3%	-1%
2	COCCn1c(C)cc(/C=N/NC(=O)c2cccnc2)c1C	19%	7%	7%	7%	-9%	-2%	7%	1%
3	CCCCN1C(=O)C2C(c3ccc(OC)cc3O)NC(CC(C)C)(C(=O)O)C2C1=O (stereo unspecified)	?	-8%	1%	1%	-18%	-3%	9%	-11%
4	Cc1ccc(-c2c(C)sc(=NC(=O)c3ccco3)n2C)cc1	?	1%	4%	2%	?	3%	?	-1%
5	CCOC(=O)C1=C(C)Nc2ccccc2N=C1NC(=O)C(c1ccccc1)c1ccccc1	-4%	4%	11%	0%	12%	-2%	0.14µM*	8%
6	COc1cnn(-c2ccc(C)cc2)c(=O)c1Cl	22%	4%	2%	5%	0%	3%	16%	0%
7	COc1ccccc1-c1ccc(/C=C2/C=C(CC(C)C)OC2=O)o1	-2%	16%	30%[activator]	8%	?	?	?	?
8	CN(c1nc2c(c(=O)n(C)c(=O)n2C)n1CC(=O)c1ccccc1)C1CCCCC1	10%	-12%	11%	-3%	1%	?	28µM*	9%
9	CC(=O)c1ccc(NC(=O)COC(=O)CCc2ccc(S(=O)(=O)N3CCOCC3)cc2)cc1	·	-20%	i	-12%	-5%	·	·	6%
10	CC(=O)N1N=C(c2ccc(C)cc2)OC1c1cccnc1 (stereo unspecified)	8%	·	-3%	1%	-2%	1%	9%	-3%
11	Cc1cc(C(=O)OC(C(=O)Nc2cccc(C(F)(F)F)c2)c2ccccc2)c(C)o1 (stereo unspecified)	-8%	-4%	2%	-14%	-2%	-4%	-15%	-1%
12	COCC(=O)NC1(c2nnnn2CCOC(=O)Nc2ccc(Cl)cc2)CCCCC1	-42%[inhibitor]	-2%	9%	0%	2%	-15%	?	-6%
13	CCOC(=O)C1CCN(C(=S)NC2CCCC2)CC1	-1%	-11%	3%	22%	3%	1%	-5%	-1%
14	O=C(CCn1nc(-c2ccccc2)ccc1=O)N1CCN(c2ccccn2)CC1	-16%	-2%	0%	5%	-5%	-5%	1%	-2%
15	O=C(O)c1cccc(N2C(=O)Nc3ccccc3N2O)c1	-1%	0%	-1%	13%	?	3%	-3%	0%
16	Cc1cc(-c2nnco2)c(C)n1-c1ccc(F)cc1	0%	-1%	6%	7%	6%	-1%	10%	1%
17	O=[N+]([O-])c1cccc(/C(=N/N=C/c2ccccc2Br)C23CN4CN(CN(C4)C2)C3)c1	-18%	-5%	1%	4%	-8%	4%	-4%	-1%
18	CC(C)CNS(=O)(=O)c1cc(C(=O)N2CCOCC2)c(Cl)cc1Cl	-4%	-3%	4%	7%	7%	-12%	5%	4%
19	CCOc1cc(/C=N/NC(=O)CSc2nncn2C)ccc1OCC(N)=O	·	-10%	-1%	0%	0%	·	·	-1%
20	O=C(NCCCN1CCCC1=O)c1ccc(Cl)c(Cl)c1	5%	-8%	-4%	1%	1%	-3%	1%	-6%
21	CC(=O)Nc1ccc(NC(=O)CN2CCN(c3cccc(C(F)(F)F)c3)CC2)cc1	-9%	-12%	-14%	4%	-5%	?	-7%	-8%
22	C=CCN(CC=C)C(=S)Nc1ccc2nsnc2c1	15%	-3%	25%	-1%	?	-3%	11µM*	-1%
23	CCCn1c(=S)[nH]c2cc(C(=O)N3CCc4ccccc43)ccc2c1=O	-60%[inhibitor]	1%	6%	5%	9%	4%	?	3%
24	N#CN=C(N)c1ccccc1	-2%	-1%&-4%	5%&8%	-11%&4%	1%&1%	-9%	4%	-6%&-3%
25	CC1CCN(C(=O)CSc2nnc(-c3ccco3)o2)CC1	-7%	-1%	7%	1%	-1%	-2%	-14%	-2%
26	Cc1cc(C)c(C#N)c(SCC(=O)N2CCN(Cc3ccccc3)CC2)n1	-28%	-1%	-2%	0%	-3%	-7%	20µM*	0%
27	COc1ccc(/C=N/Nc2nc(N)cc(Cl)n2)cc1OC	14%	-20%	12%	-30%	-11%	11%	8%	-10%
28	CCOc1ccc(N2C(=O)CCC2=O)cc1	1%	-1%	-5%	4%	-2%	3%	3%	-1%
29	CCC1CCCCN1CCCNC(=O)c1cc2c(Cl)nc3ccccc3c2s1 (stereo unspecified)	-51%&-38%[inhibitor]	-5%	0%	3%	0%	-9%	-2%	-2%
30	CCOC(=O)c1c(C)[nH]c(C)c1C(=O)COc1ccc(NC(=O)c2ccco2)cc1	-11%	-17%	-3%	0%	4%	0%	-1%	5%
31	CCSc1nnc(C)c(=O)n1COC(=O)c1ccc(S(=O)(=O)N2CCCC2)cc1	13%	1%	-7%	11%	2%	1%	-9%	-6%
32	O=C(Nc1sc2c(c1C(=O)O)CCC2)c1ccc(F)cc1	-10%	-8%	8%	-2%	-8%	-2%	-7%	-1%
33	NC(=O)c1c(NC(=O)c2ccncc2)sc2c1CCCC2	-80%[inhibitor]	5%	15%	-10%	3%	-4%	?	7%
34	CNC(=O)[C@@]1(C)C=C[C@@H](Cc2ccccc2)N1C(=O)OC	?	1%&3%	3%&11%	7%	5%&-19%	6%	9%&1%	5%&3%
35	Cc1ccc2nc(CSc3nnc(-c4ccco4)o3)cc(=O)n2c1	·	6%	-7%	3%	?	-4%[15.4 µM]	?	9%
36	CCCCc1nnc(NC(=O)COC)s1	-3%	-5%	-3%	-9%	0%	6%	-3%	0%
37	CCCCNC(=S)NNC(=O)c1ccco1	3%	0%	-1%	?	3%	-1%	1%	2%
38	COc1ccc(N2CCN(CCCNC(=O)CCCn3c(=O)[nH]c4ccsc4c3=O)CC2)cc1	-12%	-15%	-17%	-15%	1%	0%	-2%	-16%
39	Cc1cc(C(=O)CN2C(=O)NC(Cc3c[nH]c4ccccc34)C2=O)c(C)n1C (stereo unspecified)	5%	2%	2%	1%	6%	1%	7%	6%
40	Cc1ccc(S(=O)(=O)NNC(=S)Nc2ccccc2)cc1	9%	-2%	-3%	-27%	-3%	-2%	7.5µM*	1%
41	Cc1ccc(NC(=O)CN2C(=O)NC3(CCCc4ccccc43)C2=O)cc1S(=O)(=O)N1CCOCC1 (stereo unspecified)	15%	-11%	1%	11%	-8%	4%	-12%	-18%
42	COc1ccc(-n2c(C)cc(C(=O)COc3ccc(-n4cnnn4)cc3)c2C)cc1	-13%	-7%	2%	3%	-5%	3%	0%	3%
43	Nc1ccc2oc(-c3ccccc3Cl)nc2c1	2.8µM*	-3%	13%	-7%	-3%	-9%	6%	21%
44	O=C1CS/C(=N/N=C/c2ccccc2)N1Cc1ccco1	·	-2%	-17%	3%	3%	?	11µM*	-21%
45	Cn1c(=O)[nH]c(=O)c2c1nc(NCc1ccco1)n2Cc1ccccc1Cl	·	6%	-5%	-11%	-4%	-8%	16%	4%
46	O=C1c2ccccc2C(=O)N1CCCCSc1nnc(-c2ccc(OC(F)F)cc2)o1	-3%	3%	-6%	-1%	2%	-11%	-5%	-4%
47	O=C(Nc1ccc([N+](=O)[O-])cn1)C1CC2CCC1C2 (stereo unspecified)	4%	2%	14%	4%	5%	-2%	-12%	0%
48	O=[N+]([O-])c1ccc(-c2ccc(/C=N/c3c(-c4ccco4)nc4ccccn34)o2)cc1	3%	2%	57%[activator]	-5%	?	0%	-13%	4%
49	COc1ccc(N=Nc2nc3cc(Br)c(Br)cc3n2C)c(OC)c1	17%	1%	1.6µM*	-4%	-2%	3%	12%	9%
50	CCN(Cc1ccncc1)Cc1c(O)ccc2ccccc12	14%	2%	1%	?	?	8%	10µM*	1%
51	Clc1ccc(CN(Cc2ccccc2)C(c2cccs2)c2nnnn2C2CCCC2)cc1 (stereo unspecified)	-37%[inhibitor]	0%	11%	2%	2%	-4%	-1%	1%
52	O=C(/C=C/c1ccc(Cl)cc1)NCCN1CCOCC1	-3%	-4%	1%	6%	5%	-2%	15%	-12%
53	CO/N=C/NC(=O)NOCc1ncc(C(F)(F)F)cc1Cl	?	-2%	-7%	-5%	2%	2%	13%	1%
54	Clc1ccccc1Cc1noc(CN2CCSCC2)n1	-2%	-6%	8%	2%	-2%	4%	0%	4%
55	O=C1/C(=C/c2ccccc2)CSc2sccc21	5%	2%	5%	-12%	5%	-1%	2%	6%
56	CCc1cc(C(=O)c2ccc(OC)cc2)c(NC(=O)CN2CCCCC2)s1	·	1%	2%	0%	3%	·	·	-3%

# (more compounds)
item	smiles	SMN2 splice enh	GAA spleen mod	GoLoco inh red	GAA glycogen mod	KDM4E inh	GAA inh	ALDH1A1 block	aGal spleen mod
57	COc1ccc(C(=O)NCc2nnc(SCC(=O)NO)n2Cc2ccccc2)cc1	·	-15%	9%	-12%	-22%	1%	5%	-20%
58	COc1ccc(Nc2nnc(-c3ccc(O)cc3)c3ccccc23)cc1C(N)=O	-5%	-12%	9%	-2%	-4%	1%	0%	-16%
59	O=[N+]([O-])c1ccccc1OCCCCN1CCCCC1	6%	-5%	2%	-3%	3%	3%	6%	7%
60	O=C(Nc1ncnc2c1ncn2C1OC(COC(=O)c2ccccc2)C(F)C1O)c1ccccc1 (stereo unspecified)	-2%	1%	2%	10%	8%	-1%	-5%	1%
61	O=C(Nc1nncs1)c1cc2c(s1)CCC2	?	-3%	8%	-9%	-3%	4%	-16%	-3%
62	Cc1cc(NC(=O)COc2ccc3oc4ccccc4c3c2)no1	1%	2%	0%	-3%	-19%	-1%	9%	8%
63	COc1ccccc1NS(=O)(=O)c1ccc(NC(=O)c2nc3nc(C)cc(C(F)F)n3n2)cc1	?	3%	8%	3%	5%	?	10%	4%
64	O=c1cc(N2CCC3(CC2)OCCO3)[nH]c(=O)n1-c1ccc(Cl)cc1	-13%	5%	-25%	2%	10%	2%	-10%	7%

# Another view of 2 compounds above:
(61) O=C(Nc1nncs1)c1cc2c(s1)CCC2
(62) Cc1cc(NC(=O)COc2ccc3oc4ccccc4c3c2)no1
assay / compound	61	62
SMN2 splice enh	?	1%
GAA spleen mod	-3%	2%
GoLoco inh red	8%	0%
GAA glycogen mod	-9%	-3%
KDM4E inh	-3%	-19%
GAA inh	4%	-1%
ALDH1A1 block	-16%	9%
aGal spleen mod	-3%	8%
